ZTA counter: counter-screen for EBNA-1 inhibitors: inhibitors of Epstein-Barr virus ZTA. P03206. ZTA-DNA binding, fluorescence polarization. inhibition, % at 11 µM. hit rate 0.15% among 320,000; in the data active = inhibition above about 33%
core dimer inh: blocks dimerization of HCV core protein; TR-FRET GST/Flag-core106 dimerization, 1536-well; inhibition, % at 5 µM; hit rate 0.33% among 300,000; AID 1899;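 active = inhibition above the mean of all tested compounds plus 3 SD, set per screening campaign, cut at about 45% in these data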
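Assay system: Tagged HCV core106 pair (GST and Flag) | Buffer or medium: KF-containing HEPES buffer, pH 7.45, DTT, CHAPS, BSA | Also added: Eu donor and XL665 acceptor anti-tag antibodies | Dosing: One concentration, 5 µM, in 0.5% DMSO | Timing: 4 h at 22.5 °C | Technique: TR-FRET 671 and 617 nm emission | Repeats: Singlicate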
EBNA-1 inh: blocks EBNA-1 binding to DNA; hit rate 0.34% among 300,000; AID 1950; inhibition, % at 14.8 µM; EBNA-1 DNA binding, fluorescence polarization; in the data active = inhibition above about 28%
TPT1 inh: C. albicans TPT1 enzyme inhibition. recombinant caTPT1, FP RNA substrate dephosphorylation. inhibition, % at 5 µM. hit rate 0.81% among 300,000. AID 1962;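 active = inhibition above the mean of all tested compounds plus 3 SD, set per screening campaign, cut at about 24% in these data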;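 also: plate controls were DMSO alone for no effect and ferristatin control at 100 nM for full effect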
PREPL inhibitor: inhibits the human prolyl oligopeptidase-like enzyme | hit rate 0.68% among 320,000 | inhibition, % at 5.96 µM | AID 2751 | Q4J6C6 | recombinant PREPL, fluorescence polarization activity-based probe; in the data active = inhibition above about 43%;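 also: 0% = enzyme with DMSO and 100% = wells lacking enzyme; many of its hits are not listed in these tables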
PP5 inh: PP5 (human) phosphatase inhibition. purified PP5c, OMFP substrate fluorescence. inhibition, % at 6.7 µM. hit rate 0.18% among 320,000;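 active = inhibition above the campaign's mean inhibition across all tested compounds plus 3 SD, cut at about 9.5% in these data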;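 also: 0% = DMSO only and 100% = 100 µM cantharidin control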
Target sequence (P53041 whole entry, looked up): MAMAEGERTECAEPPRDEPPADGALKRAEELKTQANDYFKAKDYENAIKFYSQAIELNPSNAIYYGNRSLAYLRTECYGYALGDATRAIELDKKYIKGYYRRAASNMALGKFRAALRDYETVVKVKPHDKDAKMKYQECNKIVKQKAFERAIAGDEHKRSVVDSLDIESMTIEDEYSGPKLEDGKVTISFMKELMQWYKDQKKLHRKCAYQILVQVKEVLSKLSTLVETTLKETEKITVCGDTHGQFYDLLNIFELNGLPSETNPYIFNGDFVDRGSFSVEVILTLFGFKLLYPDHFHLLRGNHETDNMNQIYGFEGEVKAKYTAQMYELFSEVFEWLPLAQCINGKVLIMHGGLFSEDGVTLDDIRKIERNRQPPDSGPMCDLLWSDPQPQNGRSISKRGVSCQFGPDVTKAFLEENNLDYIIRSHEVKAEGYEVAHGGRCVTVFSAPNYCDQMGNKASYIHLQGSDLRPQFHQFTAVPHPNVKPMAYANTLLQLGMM
PP1 inh: counter-screen for PP5 inhibitors: inhibitors of human PP1-alpha. purified PP1alpha, OMFP fluorescence. hit rate 0.9% among 320,000. AID 2235. inhibition, % at 6.7 µM;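 active = inhibition above the mean inhibition of all tested compounds plus 3 SD, computed separately for each screening campaign, cut at about 15% in these data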
Target sequence (P62136 whole entry, looked up): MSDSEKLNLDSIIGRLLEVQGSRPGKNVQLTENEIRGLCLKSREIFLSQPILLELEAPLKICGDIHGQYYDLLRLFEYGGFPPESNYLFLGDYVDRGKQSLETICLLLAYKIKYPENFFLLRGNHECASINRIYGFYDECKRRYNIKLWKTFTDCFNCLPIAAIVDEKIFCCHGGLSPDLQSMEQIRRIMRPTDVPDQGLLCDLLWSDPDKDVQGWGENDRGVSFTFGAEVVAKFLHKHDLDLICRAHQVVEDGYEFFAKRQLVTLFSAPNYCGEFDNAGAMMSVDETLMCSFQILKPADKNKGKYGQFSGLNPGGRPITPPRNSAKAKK
Fh CTSL1 inh: counter-screen for PFM18AAP inhibitors: inhibitors of F. hepatica cathepsin L1 | recombinant F. hepatica cathepsin L1, Z-Leu-Arg-MCA fluorescence | inhibition, % at 5.96 µM | hit rate 0.49% among 300,000 | AID 1906;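 active = inhibition above the mean of all tested compounds plus 3 SD, set per screening campaign, cut at about 17% in these data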;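 also: 0% = plate median of test compound wells and 100% = 1 µM Z-Phe-Ala-diazomethylketone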
Efflux pump inh: blocks antifungal efflux pumps in multiplex yeast assay; hit rate 0.44% among 330,000; inhibition, % at 10 µM; S. cerevisiae Candida pump triplex, Nile Red efflux; AID 485275;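 active = plate passing quality check with inhibition over a set limit, or well fluorescence over plate mean plus 4 SD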;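 also: Nile Red retained in pooled yeast measured as flow cytometry median fluorescence; 0% = buffer negative control and 100% = Enniatin B positive control; higher means more Nile Red kept so more efflux inhibition; some compounds called inactive have numbers as strong as hits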
An asterisk follows results filed as active; x = no result given. A portion of the library; rates above refer to the full screens.

[1] O=C(CCS(=O)(=O)c1ccc(Cl)cc1)N1CCN(c2ccc(F)cc2)CC1
[2] O=C(c1ccc(S(=O)(=O)N2CCCCC2)cc1)N1CCN(c2ccccc2F)CC1
[3] CCCCn1c(SCC(=O)N2CC(C)CC(C)C2)nc2cc(S(N)(=O)=O)ccc21 (centres undefined)
[4] COc1cc2c(cc1NC(=O)c1ccc(C)c([N+](=O)[O-])c1)oc1ccccc12
[5] COc1ccccc1NC(=O)Cc1nnc(SCC(=O)c2ccc(F)cc2)n1C

entry no.	1	2	3	4	5
ZTA counter	-9	18	5	-9	-4
core dimer inh	x	-5	5	-1	5
EBNA-1 inh	x	-2	0	8	12
TPT1 inh	x	2	-2	2	2
PREPL inhibitor	-9	11	12	-1	-3
PP5 inh	1.2	-6.0	-1.1	1.7	-0.2
PP1 inh	0	5	3	-2	-2
Fh CTSL1 inh	x	-2	0	-3	2
Efflux pump inh	0.1	0.8	-0.4	-0.1	0.0

[6] COc1ccc(N2C(=O)CC(NNC(=O)c3ccco3)C2=O)cc1 (centres undefined)
[7] COc1cccc(-c2nc(CS(=O)(=O)CC(=O)Nc3cccc(C)c3C)c(C)o2)c1
[8] O=C(COc1ccc(S(=O)(=O)N2CCCC2)cc1)NCc1ccccn1
[9] Cn1cnc2cc(NC(=O)c3cccs3)ccc21
[10] COc1cccc2cc(C(=O)Nc3cc(Cl)ccc3N3CCOCC3)c(=O)oc12

entry no.	6	7	8	9	10
ZTA counter	2	0	-11	5	-17
core dimer inh	5	5	2	-3	0
EBNA-1 inh	-17	-3	-2	-10	-10
TPT1 inh	2	1	-1	3	1
PREPL inhibitor	13	-6	-6	5	14
PP5 inh	0.4	0.6	1.4	-2.5	2.4
PP1 inh	0	5	-4	-1	4
Fh CTSL1 inh	-8	3	-3	-7	5
Efflux pump inh	2.1*	0.1	-0.2	0.1	0.5

[11] O=C(CNC(=O)c1ccco1)N/N=C/c1ccc(O)cc1O
[12] CC(C)CCN1CCN(Cc2cccn2-c2ccc(Cl)cn2)CC1CCO (centres undefined)
[13] COc1ccc(C(=O)NC(C)c2nc3ccccc3n2C)cc1OC (centres undefined)
[14] Cn1cccc1C(=O)NC(=O)COC(=O)c1cc([N+](=O)[O-])ccc1Cl
[15] COc1cccc(-c2nc(=S)c3c(n2Cc2ccco2)CCCC3)c1

entry no.	11	12	13	14	15
ZTA counter	11	4	-21	22	-16
core dimer inh	-9	-5	4	8	-2
EBNA-1 inh	-16	-16	-8	7	0
TPT1 inh	1	6	-2	1	2
PREPL inhibitor	5	15	11	6	3
PP5 inh	0.0	2.2	3.6	-0.2	3.9
PP1 inh	-5	-6	7	-8	3
Fh CTSL1 inh	3	-2	-1	-5	2
Efflux pump inh	0.2	-0.2	-0.2	0.0	-0.2

Four entries from above, arranged by molecular weight, falling.
[2] O=C(c1ccc(S(=O)(=O)N2CCCCC2)cc1)N1CCN(c2ccccc2F)CC1
[12] CC(C)CCN1CCN(Cc2cccn2-c2ccc(Cl)cn2)CC1CCO (centres undefined)
[4] COc1cc2c(cc1NC(=O)c1ccc(C)c([N+](=O)[O-])c1)oc1ccccc12
[13] COc1ccc(C(=O)NC(C)c2nc3ccccc3n2C)cc1OC (centres undefined)

entry no.	2	12	4	13
ZTA counter	18	4	-9	-21
core dimer inh	-5	-5	-1	4
EBNA-1 inh	-2	-16	8	-8
TPT1 inh	2	6	2	-2
PREPL inhibitor	11	15	-1	11
PP5 inh	-6.0	2.2	1.7	3.6
PP1 inh	5	-6	-2	7
Fh CTSL1 inh	-2	-2	-3	-1
Efflux pump inh	0.8	-0.2	-0.1	-0.2

Further compounds follow.
[16] O=C(COC(=O)/C=C/c1ccco1)NCc1ccccc1Cl
[17] Cc1ccc2c(C)c(C(=O)N(C)C(C)c3ccon3)oc2c1C (centres undefined)
[18] COc1ccccc1OCCOCCOc1c(C)cc(C)cc1Br
[19] O=C(NCCS(=O)(=O)N1CCN(c2ccccc2F)CC1)C1CC(=O)N(c2ccccc2)C1 (centres undefined)
[20] CS(=O)(=O)c1ccccc1C(=O)NCCC(c1ccccc1)c1ccccc1

entry no.	16	17	18	19	20
ZTA counter	3	13	-6	-9	8
core dimer inh	3	5	5	7	11
EBNA-1 inh	-5	4	-2	-1	-2
TPT1 inh	-2	-1	2	-1	1
PREPL inhibitor	-1	5	6	-7	6
PP5 inh	0.6	2.8	0.8	-0.1	1.7
PP1 inh	1	4	0	-4	-2
Fh CTSL1 inh	-5	8	6	-4	-1
Efflux pump inh	0.2	0.0	0.1	-0.1	-0.1

[21] COC(=O)c1ccc(S(=O)(=O)N(C2CCCCC2)C2CCCCC2)n1C
[22] Cn1cc(C(=O)Nc2ccc(F)c(F)c2)cn1
[23] COc1ccc(CCNC(=O)COc2ncnc3ccccc23)cc1OC
[24] COc1ccc(C2CC(=O)c3cnc(NC(=O)c4cccc(OC)c4)nc3C2)cc1 (centres undefined)
[25] CC[C@@H](C)CN1C(=O)N[C@@H](c2ccccc2)C(C(C)=O)=C1C

entry no.	21	22	23	24	25
ZTA counter	-21	7	2	15	-5
core dimer inh	-2	-6	0	6	40
EBNA-1 inh	2	6	2	7	-1
TPT1 inh	-1	-1	1	2	12
PREPL inhibitor	11	2	-5	0	-4
PP5 inh	0.1	-1.6	-0.5	-3.2	3.2
PP1 inh	0	-2	-2	1	0
Fh CTSL1 inh	8	-3	-4	-2	-2
Efflux pump inh	-0.3	-0.2	0.0	-0.1	0.1

[26] Fc1c(F)c(C(F)(F)F)c(F)c(F)c1N1CCN(c2ccc3nnc(C(F)(F)F)n3n2)CC1
[27] CC(=O)N1c2ccc(S(=O)(=O)N3CCC(C(=O)NCc4ccccc4Cl)CC3)cc2CC1C (centres undefined)
[28] Cn1c(N)c(C(=O)COC(=O)c2cc(C3CC3)nc3ccccc23)c(=O)n(Cc2ccccc2)c1=O
[29] O=C(O)c1cc(-c2ccccc2)nn1CC1CC(c2cccc([N+](=O)[O-])c2)=NO1 (centres undefined)
[30] CN(C)CCNC(=O)c1cc2c(=O)n(C)c3ccccc3c2n1C

entry no.	26	27	28	29	30
ZTA counter	19	4	-3	11	-1
core dimer inh	-1	9	6	-7	1
EBNA-1 inh	9	-11	-5	2	-3
TPT1 inh	-5	-1	16	1	-8
PREPL inhibitor	4	13	-14	0	-6
PP5 inh	-0.8	0.9	6.9	0.7	1.8
PP1 inh	-3	-1	0	1	5
Fh CTSL1 inh	0	2	-2	2	-1
Efflux pump inh	0.2	0.1	0.1	-0.1	-0.2

[31] O=C(Cc1ccc([N+](=O)[O-])cc1)NNC(=O)c1cccs1
[32] COc1ccc(C2(c3ccc(OC)cc3)NC(=O)N(CC(=O)N3CCOCC3)C2=O)cc1
[33] CN(C)/C=C(/C(=O)c1ccccc1)n1cncn1
[34] COC(=O)c1noc(C)c1-c1ccnn1C(=O)c1ccc(C)cc1
[35] COc1ccc(/C=C2\SC(=S)N(CCC(=O)N(CCO)Cc3ccccc3)C2=O)cc1OC

entry no.	31	32	33	34	35
ZTA counter	0	-7	3	-10	-9
core dimer inh	-5	x	2	-1	-8
EBNA-1 inh	8	x	0	-4	-8
TPT1 inh	-2	x	-4	0	5
PREPL inhibitor	3	12	-1	11	6
PP5 inh	-0.6	0.8	0.8	-1.0	2.6
PP1 inh	-1	0	-4	-1	15
Fh CTSL1 inh	-2	x	0	5	2
Efflux pump inh	-0.1	0.0	-0.1	0.1	0.3

Shown as a hit in Efflux pump inh, of those listed so far:
No. | Structure | core dimer inh | EBNA-1 inh | TPT1 inh | PREPL inhibitor | PP5 inh | Efflux pump inh
6 | COc1ccc(N2C(=O)CC(NNC(=O)c3ccco3)C2=O)cc1 (centres undefined) | 5 | -17 | 2 | 13 | 0.4 | 2.1*

New compounds follow
[36] Cc1cc(C)cc(C(=O)NCC(=O)OCC(=O)c2c(N)n(C)c(=O)n(C)c2=O)c1
[37] CC(=O)c1cnc2nc(SCc3ccccc3)nn2c1C
[38] Nn1c(SCc2ccccc2)nnc1C1CCCCC1
[39] COc1ccc(OC(C)c2ccc(C#N)c(=O)[nH]2)cc1 (centres undefined)
[40] CCn1cc(CN2CCC(n3nccc3NC(=O)c3ccccc3C)CC2)cn1

entry no.	36	37	38	39	40
ZTA counter	8	-25	-2	-5	-13
core dimer inh	x	1	0	8	-7
EBNA-1 inh	x	-1	-3	-2	8
TPT1 inh	x	3	1	1	-1
PREPL inhibitor	4	10	-7	-3	12
PP5 inh	-0.7	-0.2	0.6	0.0	1.4
PP1 inh	-1	3	-2	1	-2
Fh CTSL1 inh	x	-1	-1	2	-2
Efflux pump inh	0.0	0.0	0.1	0.0	0.0

[41] Cc1[nH]c(=O)c(C#N)c(C)c1Br
[42] COc1ccc(OC)c(N2Cc3cc(C)c(C)cc3C2)c1
[43] c1ccc(NCC2OCc3ccccc3CO2)cc1
[44] COc1ccc(-n2c(Cc3cc(=O)[nH]c(=O)[nH]3)nnc2SCC(=O)N2CCCC2)cc1
[45] O=C(c1ccccc1F)N1CCc2ccccc21

entry no.	41	42	43	44	45
ZTA counter	-21	-9	-22	-5	-5
core dimer inh	-5	41	-10	2	-2
EBNA-1 inh	-12	-7	4	4	6
TPT1 inh	2	18	-3	-3	-4
PREPL inhibitor	18	4	2	5	15
PP5 inh	4.9	2.1	1.9	0.4	-0.8
PP1 inh	0	17*	3	-1	1
Fh CTSL1 inh	3	-4	-1	-3	0
Efflux pump inh	-0.1	0.1	-0.1	0.0	-0.2

[46] O=C(O)c1cn(-c2ccc(F)cc2)c(=O)c2ccccc12
[47] O=S(=O)(/N=C(/Nc1ccc(F)cc1F)c1ccccc1)c1ccccc1
[48] C=CC(COCc1ccccc1)N(Cc1ccccc1)S(=O)(=O)c1ccccc1Br (centres undefined)
[49] CCOCCCNC(=O)C(NC(=O)c1ccc(NC(C)=O)cc1)c1ccc(Cl)cc1 (centres undefined)
[50] Cc1ccc(CSc2ccc(C(=O)N3CCOCC3)cc2[N+](=O)[O-])cc1

entry no.	46	47	48	49	50
ZTA counter	0	12	-6	1	11
core dimer inh	7	2	-1	-3	-2
EBNA-1 inh	-1	4	11	8	-6
TPT1 inh	1	-1	-4	-2	-3
PREPL inhibitor	8	-1	20	-2	24
PP5 inh	-0.6	2.9	-0.8	0.7	3.6
PP1 inh	1	0	-2	-2	0
Fh CTSL1 inh	0	-2	1	-6	2
Efflux pump inh	0.0	-0.1	0.0	0.0	0.0

[51] CCOC(=O)N1CCN(CC(=O)Nc2nc3ccc(OC)cc3s2)CC1
[52] CNC(=S)N1CCc2cc(OC)c(OC)cc2C1COc1ccc(OC)cc1 (centres undefined)
[53] CC(OC(=O)CCc1ccccc1)C(=O)Nc1ccc(Cl)cn1 (centres undefined)
[54] Cc1cccc(OCCCN2C(=O)C(=O)c3cc(C)ccc32)c1

entry no.	51	52	53	54
ZTA counter	-21	-22	-3	-5
core dimer inh	2	-3	3	7
EBNA-1 inh	-5	-15	-12	3
TPT1 inh	2	-1	-1	2
PREPL inhibitor	4	-9	-9	-4
PP5 inh	4.5	1.9	1.5	2.1
PP1 inh	-3	3	-7	16*
Fh CTSL1 inh	-4	0	-22	-3
Efflux pump inh	0.4	-0.1	0.2	0.1

Screens: PubChem, several laboratories
